# Bioassay records as filed in PubChem BioAssay.
# Tau FP inhib = inhibitors of human tau fibril formation | 0.39% of 280,000 active | Potency, µM (top dose mostly 57.7 µM), inactives show at the highest dose activity, negative = inhibition, most hits filed as inhibitors | K18 P301L tau heparin fibrillization, Alexa594 FP, 6 h | AID 1468 | P10636; further: nearly all actives have a fitted effect of over 55% in size
# Target sequence (P10636 561-689 P618L limits assumed): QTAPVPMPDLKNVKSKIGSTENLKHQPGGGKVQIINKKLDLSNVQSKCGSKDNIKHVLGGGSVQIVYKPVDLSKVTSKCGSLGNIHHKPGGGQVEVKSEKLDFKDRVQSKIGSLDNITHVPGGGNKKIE
#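 Human K18 P301L fragment (15 uM unlabeled plus 0.24 uM Alexa 594-labeled) in 100 mM sodium acetate pH 7 with compound, aggregation induced by 20 uM heparin for 6 hr at 37 C. ThT (30 uM) added for 1 hr, then Alexa 594 FP read.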
# TRb-SRC2 inh = disrupts binding of human TR beta to SRC2; P10828; AID 1469; Potency, µM (top dose mostly 106 µM), for the others: at the highest dose activity change, negative = inhibition, most hits filed as inhibitors; TRbeta-SRC2 peptide binding, fluorescence polarization; receptor liganded with 1 µM T3; 0.065% of 280,000 active;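 further: plate controls were bound peptide for no effect and peptide without receptor for full effect; nearly all actives have a fitted effect of over 50% in size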
# Target sequence (P10828 whole entry, looked up): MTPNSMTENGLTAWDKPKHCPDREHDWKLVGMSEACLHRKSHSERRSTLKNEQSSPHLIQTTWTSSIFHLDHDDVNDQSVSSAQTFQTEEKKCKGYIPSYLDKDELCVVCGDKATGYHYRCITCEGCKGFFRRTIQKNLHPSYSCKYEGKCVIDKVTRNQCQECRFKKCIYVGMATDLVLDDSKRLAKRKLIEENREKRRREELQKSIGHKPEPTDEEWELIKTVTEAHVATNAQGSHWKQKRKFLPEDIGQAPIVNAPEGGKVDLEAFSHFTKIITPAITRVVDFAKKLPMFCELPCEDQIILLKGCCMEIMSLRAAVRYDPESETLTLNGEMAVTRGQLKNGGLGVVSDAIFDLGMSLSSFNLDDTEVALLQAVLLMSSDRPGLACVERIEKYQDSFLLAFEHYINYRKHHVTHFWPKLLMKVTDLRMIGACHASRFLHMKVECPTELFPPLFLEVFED
#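 Compounds were added to 0.6 uM TRb ligand-binding domain and 20 nM Texas Red-labeled SRC2 peptide in Tris buffer containing 1 uM T3, incubated 5 hr at ambient temperature, then read by fluorescence polarization.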
# Tau fibril ThT = tau fibrillization inhibition (ThT binding); P10636; recombinant tau K18 P301L, heparin-induced fibrillization, ThT fluorescence; Potency, µM (highest dose often 57.4 µM), for inactives: at the top dose activity, negative = inhibition, actives largely listed as inhibitors; 2.1% of 270,000 active; AID 1460; further: nearly all actives have a fitted effect of over 55% in size
#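 Fibril formation assay: tau K18 P301L at 15 uM with trace Alexa 594 label, heparin inducer 20 uM, pH 7 sodium acetate buffer, 37 C for 6 hr; endpoint ThT signal.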
# KDM4E inh = blocks human JMJD2E demethylase activity; B2RXH2; JMJD2E catalytic domain, FDH-coupled NADH fluorescence (FDH is formaldehyde dehydrogenase); Potency, µM (doses to about 57.1 µM), inactives show at the top dose activity change, negative = inhibition, usual class: inhibitors; 1.6% of 230,000 active; active means well fitted inhibition curve with a large enough effect, not every such curve was filed as active; inconclusive means small, poorly fitted or top-dose-only effect, or another doubt; inactive means no such curve, though single readings can be large or run the other way;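 further: 0% = wells with enzyme and -100% = buffer wells without enzyme; nearly all actives have a fitted effect of over 50% in size; many of its hits are not listed in these tables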
# Target sequence (B2RXH2 1-337 limits assumed): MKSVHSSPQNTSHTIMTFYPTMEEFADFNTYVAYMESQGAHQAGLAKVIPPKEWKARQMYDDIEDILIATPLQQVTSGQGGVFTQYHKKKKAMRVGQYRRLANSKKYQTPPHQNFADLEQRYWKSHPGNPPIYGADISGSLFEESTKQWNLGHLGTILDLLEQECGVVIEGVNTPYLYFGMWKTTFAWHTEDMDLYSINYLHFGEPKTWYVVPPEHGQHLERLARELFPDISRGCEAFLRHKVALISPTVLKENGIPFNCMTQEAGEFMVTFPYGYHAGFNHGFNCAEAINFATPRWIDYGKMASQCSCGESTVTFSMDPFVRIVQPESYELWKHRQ
# TexasRed fluor = counter-screen for TRb-SRC2 inhibitors: fluorescence interference. TRb/SRC2 Texas Red total fluorescence interference. Potency, µM (titrated, usually from 106 µM), inactives show at the highest dose fluorescence change, negative = quenching. AID 1479. 0.29% of 280,000 active; active means well fitted curve in either direction with a large enough effect; inconclusive means small, poorly fitted or top-dose-only effect
#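 Human TRb ligand-binding domain at 0.6 uM with 20 nM Texas Red SRC2 peptide in Tris buffer containing 1 uM T3 and 5% DMSO, incubated with compound 5 h at ambient temperature. Total fluorescence (555/632 nm) calculated as parallel + 2 × perpendicular.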
# RGS12 GoLoco inh = inhibitors of human Gai1-RGS12 GoLoco interaction (red fluorophore); 0.44% of 230,000 active; P63096; Gai1:RGS12 GoLoco peptide FP, rhodamine, 10 min; Potency, µM (top dose mostly 61.6 µM), inactives show top-dose activity, negative = inhibition, actives largely listed as inhibitors; AID 880; active means well fitted inhibition curve with a large enough effect, not every such curve was filed as active; inactive means no such curve, though single readings can be large or run the other way; further: nearly all actives have a fitted effect of over 30% in size; many of its hits are not listed in these tables
# L3MBTL1 inh = inhibitors of human L3MBTL1; AlphaScreen L3MBTL1–H3K9me1 peptide binding; AID 485360; Potency, µM (titrated, usually from 57.1 µM), for the others: at the highest dose activity, negative = inhibition, most hits filed as inhibitors; 0.66% of 230,000 active; Q9Y468; further: nearly all actives have a fitted effect of over 60% in size
#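 AlphaScreen proximity signal between nickel-chelate acceptor and streptavidin donor beads (final 10 ug/mL) reports binding of 50 nM L3MBTL1 to 75 nM biotin-H3 K9me1 peptide; complex incubated with compounds 30 min at room temperature; cefsulodin titration as control.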
# RECQ1 inh = RECQ1 (human) helicase inhibition; P46063; Potency, µM (highest dose often 57.3 µM), inactives show top-dose activity, negative = inhibition, hits mostly inhibitors; RECQ1 DNA unwinding, red fluorescence kinetic read; AID 2549; 0.54% of 240,000 active;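 further: plate controls were vehicle for no effect and no enzyme for full effect; nearly all actives have a fitted effect of over 30% in size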
#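 50 nM RECQ1T1 preincubated 15 min with compound in Tris pH 8.0 buffer with MgCl2, DTT, Tween-20 and 2.5 ug/ml poly(dI-dC); started with 200 nM TAMRA/BHQ-2 forked duplex and 2 mM ATP. Unwinding read as fluorescence (525/598 nm), two reads 2 h apart.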
# An asterisk follows results filed as active; i = inactive; u = inconclusive; x = no result given; & = joins results of further samples; [ ] = remark or other dose. Unless noted, the call rests on the fitted dose curve; in most records, active means well fitted curve in the direction sought with a large enough effect; inconclusive means small, poorly fitted or top-dose-only effect, or another doubt; inactive means no such curve, though single readings can be large; an effect the other way counts as inactive or inconclusive. Unless noted, on the % scale 0 is the no-effect control and ±100 the full control effect; potency means the concentration at half of the fitted maximal effect. The list is partial (hit frequency here may not be typical).
# Keys: A = Tau FP inhib; B = TRb-SRC2 inh; C = Tau fibril ThT; D = KDM4E inh; E = TexasRed fluor; F = RGS12 GoLoco inh; G = L3MBTL1 inh; H = RECQ1 inh
O=C(NNC(=O)c1sccc1-n1cccc1)c1ccc(F)cc1
  A: -10%	B: 0%	C: 0%	D: u	E: 0%	F: 10%	G: -2%	H: 0%

C[n+]1ccccc1N1CCN(c2ccccc2Cl)CC1
  A: -4%	B: 6%[53 µM]	C: 10%	D: u	E: -1%[53 µM]	F: 13µM*	G: 4%	H: i

COc1cc2c(cc1NC(=S)NC(=O)c1c(OC)cccc1OC)oc1ccccc12
  A: 28µM*	B: -17%	C: -1%	D: -22%	E: 2%	F: 6%	G: -5%	H: -5%

C[N+](C)(C)CCN(Cc1ccc(Cl)cc1)c1ccccn1
  A: 0%	B: 3%	C: -3%	D: u	E: -2%	F: 6.3µM*	G: 2%	H: -3%

Cc1ccc(CNC(=O)C(=O)NCC(c2ccco2)N2CCOCC2)cc1 (stereo unspecified)
  A: 3%	B: 3%	C: -4%	D: 9%	E: 6%	F: -3%	G: 7%	H: -12%

CS(=O)(=O)N1N=C(c2ccco2)CC1c1ccc(Cl)cc1Cl (stereo unspecified)
  A: 4%	B: -4%	C: -10%	D: -3%	E: 0%	F: 4%	G: 4%	H: i

COC(=O)C1=C(C)N(Cc2ccco2)C(=O)N[C@H]1c1ccccc1
  A: -15%&-3%	B: 0%&-9%	C: -3%&-9%	D: -4%&0%	E: 0%&1%	F: -4%&7%	G: -13%	H: -2%&-1%

CCOc1ccc(N2C(=O)CC(Sc3ccccc3C(=O)O)C2=O)c([N+](=O)[O-])c1 (stereo unspecified)
  A: -3%	B: -2%	C: u	D: -12%	E: -1%	F: -26%	G: -2%	H: i

COc1ccc(C(=O)/C=C(\N)C(F)(F)F)c(O)c1
  A: 9%	B: -13%	C: -1%	D: 0%	E: -1%	F: 6%	G: 4%	H: i

O=C(O)CCCNC(=O)/C(=C\c1ccc(Cl)cc1)NC(=O)c1ccc(Br)cc1
  A: 3%	B: -9%	C: 0%	D: 15%	E: 0%	F: 1%	G: -14%	H: -8%

CCNC(=O)c1c(C)oc2ncn(C)c(=O)c12
  A: u	B: -20%	C: 1%	D: x	E: u	F: x	G: x	H: x

CCC(=O)n1nc(-c2ccccc2)nc1N
  A: -12%	B: -16%	C: -5%	D: 5%	E: -3%	F: 4%	G: 1%	H: -3%

c1ccc(Nc2nc(N3CCCC3)nc(N3CCCC3)n2)cc1
  A: 7%	B: 5%	C: -21%	D: 3%	E: 0%	F: 9%	G: x	H: -4%

CCCCC/C(=N\NC(=O)CCC(=O)NCc1ccccc1)c1ccccc1
  A: 6%	B: 6%	C: -1%	D: 4%	E: -1%	F: 1%	G: 2%	H: 7%

Cc1cc(C)c2nc(NC(=O)[C@@H](NC(=O)c3cccc(S(=O)(=O)N4CCOCC4)c3)C(C)C)sc2c1
  A: -1%	B: 2%	C: -2%	D: 4%	E: -4%	F: 2%	G: 2%	H: -16%

# Next compounds follow.
# Keys: A = Tau FP inhib; B = TRb-SRC2 inh; C = Tau fibril ThT; D = KDM4E inh; E = TexasRed fluor; F = RGS12 GoLoco inh; G = L3MBTL1 inh; H = RECQ1 inh
CCCC1=NN2C(=N)/C(=C\c3cc(C)n(-c4cccc(C)c4)c3C)C(=O)N=C2S1
  A: -3%	B: -5%	C: -14%	D: 8.9µM*	E: -5%	F: 8%	G: -1%	H: 0%

CCN1CCN(CC(=O)N2CCCC(C(=O)c3ccc(Oc4ccccc4)cc3)C2)CC1 (stereo unspecified)
  A: 10%[2.34 µM]	B: 3%	C: -13%	D: -5%	E: -5%	F: 27%	G: u	H: 0%

CCCc1cc(=O)[nH]c(SCC(=O)N2CCC(C(=O)OCC)CC2)n1
  A: -5%	B: 5%	C: -7%	D: -3%	E: 3%	F: -9%	G: x	H: -2%

Cc1c(-n2c(SCC(=O)C(C)(C)C)nc3ccccc3c2=O)c(=O)n(-c2ccccc2)n1C
  A: 4%	B: 4%	C: -2%	D: 3%	E: -1%	F: -3%	G: 2%	H: -7%

COc1ccc(Nc2nc3ccccc3n3nnnc23)cc1
  A: -3%	B: 1%	C: -7%	D: u	E: -3%	F: -2%	G: x	H: 6%

Cc1nc(-c2ccc(Cl)cc2)sc1CCNC(=O)C(=O)Nc1ccccc1C#N
  A: -6%	B: -2%	C: -17%	D: x	E: 2%	F: x	G: x	H: x

CCOc1ccc(C)cc1S(=O)(=O)n1nc(C)cc1C
  A: -2%	B: -1%	C: 2%	D: -4%	E: 1%	F: -7%	G: 12%	H: -4%

O=C(NC1CCCCCC1)c1ccccc1-c1ccccc1
  A: 9%	B: -13%	C: -3%	D: 3%	E: 0%	F: 6%	G: 10%	H: -5%

O=C(O)CCc1ccc(-c2ccc(Cl)cc2)n1-c1cccc(C(F)(F)F)c1
  A: -2%	B: 6%	C: u	D: x	E: -5%	F: x	G: x	H: x

CN1CCc2c(sc3c2C(=O)NC(c2ccc(-c4ccc(Cl)cc4)o2)N3)C1 (stereo unspecified)
  A: u	B: 1%	C: 3.2µM*	D: u	E: 9%	F: 16%	G: -15%	H: 6%

CC(C)NC(=O)c1onc(CSc2cccc(Cl)c2)c1C(=O)O
  A: -2%	B: 2%	C: -2%	D: 12%	E: 1%	F: 12%	G: 2%	H: -6%

Cc1ccc(-n2c(SCC(=O)NCc3ccc(F)cc3)nc3c([nH]c4ccccc43)c2=O)cc1
  A: -3%	B: 4%	C: 15%	D: x	E: -19%	F: x	G: x	H: x

CCOc1ccc(NC(=O)C2C3CCC4C(CCC32)C4(Cl)Cl)cc1 (stereo unspecified)
  A: 8%	B: 5%	C: -4%	D: 0%	E: -5%	F: 14%	G: -5%[11.4 µM]	H: -11%

CCn1c(C)nc2cc(C(N)=O)ccc21
  A: -7%	B: -1%	C: -5%	D: -6%	E: -8%	F: 7%	G: x	H: i

CC(C)c1ccc(OCC(O)Cn2cnc3ccccc32)cc1 (stereo unspecified)
  A: 10%	B: 7%	C: u	D: 4%	E: 0%	F: 1%	G: 0%	H: -9%

# Going on with the list:
# Keys: A = Tau FP inhib; B = TRb-SRC2 inh; C = Tau fibril ThT; D = KDM4E inh; E = TexasRed fluor; F = RGS12 GoLoco inh; G = L3MBTL1 inh; H = RECQ1 inh
COC(=O)C1C(=O)/C(=C(/C)N2CCCC2)C(=O)CC1(C)C (stereo unspecified)
  A: 7%	B: 10%	C: 3%	D: 4%	E: 1%	F: 5%	G: x	H: -4%

COCCNC(=O)c1ccc(-n2c(SCc3cccnc3)nc3ccccc3c2=O)cc1
  A: 4%	B: -1%	C: 4%	D: -6%	E: -5%	F: 9%	G: -8%	H: -6%

Cc1cc(C=NCCO)c(C)n1-c1cc(Cl)ccc1Cl
  A: 0%	B: 3%	C: -3%	D: u	E: -6%	F: 5%	G: x	H: 0%

O=C(Cn1c(SCC(=O)N2CCc3ccccc32)nc2ccccc21)NC1CCCC1
  A: -3%	B: -10%	C: -1%	D: 7%	E: -1%	F: 5%	G: 8%	H: 1%

O=C(Nc1ccc(Cl)c(Cl)c1)C1CC(=O)N(c2ccc(Br)cc2)C1 (stereo unspecified)
  A: -5%	B: 12%	C: -10%	D: 5%	E: -1%	F: 6%	G: 3%	H: 3%

O=C(c1ccc(Cl)s1)N1CCCC1
  A: -1%	B: 5%	C: -4%	D: -7%	E: 1%	F: -4%	G: x	H: 1%

O=C1C2C(c3ccccc3)=NN(c3ccccc3)C2C(=O)N1c1ccccc1 (stereo unspecified)
  A: 0%	B: -3%	C: -3%	D: u	E: -2%	F: 3%	G: 67%[activator]	H: -13%

O=c1c(Cl)c(NS(=O)(=O)c2ccccc2)cnn1-c1ccccc1
  A: 1%	B: 3%	C: -7%	D: -7%	E: 0%	F: -1%	G: 1%	H: -7%

COc1ccc(Nc2nnc(SCC(=O)Nc3cc(C)on3)s2)cc1
  A: 8%	B: -11%	C: -14%	D: 2%	E: -7%	F: 8%	G: x	H: i

CCOC(=O)C1=C(C)c2ccccc2OC1(CC)C(=O)OCC (stereo unspecified)
  A: 9%[81.3 µM]	B: 1%	C: -14%[81.4 µM]	D: x	E: -2%	F: 15%[88.7 µM]	G: 26%	H: i

Nc1nc(CN2CCN(Cc3ccccc3)CC2)nc(Nc2ccc3c(c2)OCCO3)n1
  A: -4%	B: -5%	C: u	D: -8%	E: -1%	F: 10%	G: x	H: 14%

Cc1ccccc1CNC(=O)C1CCN(c2nn3cc(-c4ccc(F)cc4)nc3s2)CC1
  A: -10%	B: 5%	C: u	D: x	E: -10%	F: x	G: x	H: x

CCOc1cc(/C=N/NC(=O)C(=O)NCc2cccnc2)ccc1O
  A: -3%	B: 3%	C: -5%	D: -1%	E: 0%	F: 13%	G: 11%	H: i

# An excerpt of these results, in CSV form:
Compound,Tau FP inhib,TRb-SRC2 inh,Tau fibril ThT,KDM4E inh,TexasRed fluor,RGS12 GoLoco inh,L3MBTL1 inh,RECQ1 inh
COC(=O)C1C(=O)/C(=C(/C)N2CCCC2)C(=O)CC1(C)C (stereo unspecified),7%,10%,3%,4%,1%,5%,x,-4%
COCCNC(=O)c1ccc(-n2c(SCc3cccnc3)nc3ccccc3c2=O)cc1,4%,-1%,4%,-6%,-5%,9%,-8%,-6%
Cc1cc(C=NCCO)c(C)n1-c1cc(Cl)ccc1Cl,0%,3%,-3%,u,-6%,5%,x,0%
O=C(Cn1c(SCC(=O)N2CCc3ccccc32)nc2ccccc21)NC1CCCC1,-3%,-10%,-1%,7%,-1%,5%,8%,1%
O=C(Nc1ccc(Cl)c(Cl)c1)C1CC(=O)N(c2ccc(Br)cc2)C1 (stereo unspecified),-5%,12%,-10%,5%,-1%,6%,3%,3%
O=C(c1ccc(Cl)s1)N1CCCC1,-1%,5%,-4%,-7%,1%,-4%,x,1%
O=C1C2C(c3ccccc3)=NN(c3ccccc3)C2C(=O)N1c1ccccc1 (stereo unspecified),0%,-3%,-3%,u,-2%,3%,67%[activator],-13%
O=c1c(Cl)c(NS(=O)(=O)c2ccccc2)cnn1-c1ccccc1,1%,3%,-7%,-7%,0%,-1%,1%,-7%
